Pax4 gene expression = activators of Pax4 gene expression, primary screen, RT-PCR, mouse alpha TC1 cells, single point (AID 1053180) | mouse alpha TC1 cells, Pax4 mRNA qPCR, 6 days; hits give high values; 100% = Pax4 plasmid added at qPCR | activation, % at 10 µM | actives 0.2% (n = 9,600);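 active = highest normalized replicate activity of 15 or more, or at least half the replicates reach 15 or more; inactive = neither condition met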;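 also: pax4 Ct normalized to GAPDH with activation seen as lower delta delta Ct; plate controls were plate neutral control wells for no effect and Pax4 plasmid positive control for full effect; each compound tested in two replicate wells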
YAP1 CTGF inhibition = reduction of CTGF mRNA in DLD1 cells – DLD1 colon cancer cells, RT-qPCR, single point, primary screen (AID 743449); DLD1 CTGF mRNA qPCR, 24 h; hits give high values; inhibition, % at 12.5 µM; actives 0.9% (n = 9,900);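 active = mean normalized replicate activity at least 50 and at least half of replicates each reaching 50; inconclusive = only one of the two criteria met; inactive = neither criterion met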;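 also: 0% = neutral control wells and 100% = dasatinib control wells; higher means stronger suppression of CTGF expression like dasatinib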
The depositor's hits bear a star; ? = inconclusive; · = not tested or not shown; & = joins results of further samples.

The opening two records (preview)
SMILES	Pax4 gene expression	YAP1 CTGF inhibition
CC(C)NC(=O)N1[C@H](CO)[C@@H]2c3ccccc3N(C)C[C@@H]21	0.0	8.3
C[C@H](CO)N1C[C@H](C)[C@H](CN(C)S(=O)(=O)c2cccs2)Oc2ccc(NC(=O)Nc3cccc4ccccc34)cc2C1=O	0.0	-6.3

The whole of this part, from the first entry:
SMILES	Pax4 gene expression	YAP1 CTGF inhibition
CC(C)NC(=O)N1[C@H](CO)[C@@H]2c3ccccc3N(C)C[C@@H]21	0.0	8.3
C[C@H](CO)N1C[C@H](C)[C@H](CN(C)S(=O)(=O)c2cccs2)Oc2ccc(NC(=O)Nc3cccc4ccccc34)cc2C1=O	0.0	-6.3
Cc1ccc(S(=O)(=O)N[C@H]2C=C[C@H](CC(=O)NCc3ccc(Cl)c(Cl)c3)O[C@H]2CO)cc1	0.0	52.5*
Cc1nn(C)cc1NC(=O)C[C@H]1CC[C@H]2[C@H](COc3ccc(NC(=O)C4CCOCC4)cc3C(=O)N2C)O1	0.0	-35.5
COc1cccc(NC(=O)C[C@@H]2CC[C@@H]3[C@H](COc4ccc(NC(=O)C5CC5)cc4C(=O)N3C)O2)c1	0.0	-61.5
C[C@H]1CN([C@@H](C)CO)C(=O)c2cc(NC(=O)Cn3cnnn3)ccc2O[C@H]1CN(C)C(=O)Nc1ccc2c(c1)OCO2	0.1	2.3
O=C(C[C@@H]1C=C[C@H](NC(=O)c2ccncc2)[C@H](CO)O1)NCC1CC1	0.0	35.4
CCC(=O)N1[C@H](CO)[C@H](c2ccccc2)[C@@H]1CN(CC)C(=O)c1cccc(F)c1	0.0	14.9
O=C(C[C@H]1C=C[C@@H](NC(=O)c2cnccn2)[C@H](CO)O1)NCc1ccccc1F	0.0	4.4
C[C@H](CO)N1C[C@H](C)[C@@H](CN(C)S(=O)(=O)c2ccccc2)OCCCC[C@H](C)Oc2ccc(NC(=O)Nc3ccc4c(c3)OCO4)cc2C1=O	0.1	-1.0
C[C@@H](O)C#Cc1ccc([C@@H]2[C@H]3CN(CC4CC4)CCCCN3[C@H]2CO)cc1	0.0	-24.0
C[C@H](CO)N1C[C@H](C)[C@@H](CN(C)Cc2ccc3c(c2)OCCN3C)OCc2cnnn2CCCC1=O	0.0	-27.6
C[C@@H]1CN([C@H](C)CO)S(=O)(=O)c2ccc(C#Cc3cccc(F)c3)cc2O[C@H]1CN(C)S(=O)(=O)c1cn(C)cn1	0.0	?
CCCNC(=O)Nc1ccc2c(c1)OC[C@@H](C)N(Cc1cncnc1)C[C@@H](C)[C@H](OC)CN(C)C2=O	0.0	-23.6
CCCC#Cc1ccc2c(c1)[C@@H]1[C@@H](CCN1S(=O)(=O)c1ccccc1C)[C@@H](CO)N2	0.0	-4.0
O=C(Cc1ccccc1)N1CC[C@H]2[C@H](CO)Nc3ccc(C#Cc4cccc(F)c4)cc3[C@H]21	0.0	-11.7
Cc1ccccc1-c1ccc(C2[C@H]3CNC[C@@H]2N3C(=O)Nc2ccc(F)cc2)cc1 (stereo not given in full)	0.0&0.0	-12.5&-1.8
CC(C)NC(=O)N(C)C[C@H]1Oc2c(NS(=O)(=O)c3cccs3)cccc2C(=O)N([C@H](C)CO)C[C@@H]1C	0.0	-22.8
COCC(=O)N1[C@H](CO)[C@H](c2ccccc2)C12CN(C(=O)c1ccccc1)C2	·	25.3
COCC(=O)Nc1ccc2c(c1)C(=O)N(C)C[C@@H](OC)[C@H](C)CN(CCc1ccccc1)[C@@H](C)CO2	0.0	-10.2
Cc1cccc(S(=O)(=O)N2C[C@H]3[C@@H](c4ccccc42)[C@@H](CO)N3CC2CCCC2)c1	0.0	10.8
O=C(C[C@H]1C=C[C@@H](NC(=O)C2CCC2)[C@@H](CO)O1)NC1CCCCC1	0.0	17.2
COCCNC(=O)C[C@@H]1CC[C@@H]2[C@H](COc3ccc(NS(=O)(=O)c4ccc(Cl)cc4)cc3C(=O)N2C)O1	0.0	-84.4
CCS(=O)(=O)N1CC(=O)N2[C@H](CO)[C@@H](c3ccc(C#CC4CCCCC4)cc3)[C@@H]2C1	0.0	-29.3
CO[C@H]1CC[C@@H]2CCOc3c(C#N)cccc3C(=O)N(C)C[C@H](OC)[C@@H](C)C(=O)N(C)C[C@@H]1O2	0.0	17.2

(next part)
SMILES	Pax4 gene expression	YAP1 CTGF inhibition
COc1ccc2c3c([nH]c2c1)[C@@H](CO)N(C(=O)CC1CC1)CC31CCN(Cc2ccncc2)CC1	0.0	-7.5
O=C(NC[C@H]1N[C@H](CO)[C@H]1c1ccc(-c2ccccc2F)cc1)c1ccccn1	0.0	3.3
C[C@@H]1CN([C@H](C)CO)C(=O)c2c(c3ccccc3n2C)-c2ccccc2CO[C@H]1CN(C)S(=O)(=O)c1ccc([N+](=O)[O-])cc1	0.0	11.9
COc1cccc(-c2ccc(C3[C@@H]4CN(S(=O)(=O)c5cn(C)cn5)C[C@H]3N4)cc2)c1 (stereo not given in full)	0.0&0.0	-19.9&-34.3
CO[C@@H]1CN(C)C(=O)c2ccc(NC(C)=O)cc2OC[C@@H](C)N(Cc2cccc(F)c2)C[C@@H]1C	0.0	16.8
CCCNC(=O)N(C)C[C@@H]1Oc2ncc(C#CC3CCCCC3)cc2C(=O)N([C@H](C)CO)C[C@@H]1C	0.0	4.0
COCC(=O)Nc1ccc2c(c1)[C@H]1C[C@@H](CC(=O)N[C@@H](C)c3ccccc3)O[C@H](CO)[C@H]1O2	0.0	2.4
COc1cccc(S(=O)(=O)N2C[C@@H]3N[C@H](C2)C3c2ccc(-c3ccccc3F)cc2)c1 (stereo not given in full)	0.1&0.1	-4.8&-162.9
CN1C(=O)c2cc(NS(C)(=O)=O)ccc2OC[C@@H]2O[C@H](CC(=O)N3CCOCC3)CC[C@H]21	0.0	-27.4
COCC(=O)N1CC2(CCN(Cc3cccnc3)CC2)c2c(n(C)c3cc(OC)ccc23)[C@@H]1CO	0.0	15.9
COc1ccc2c3c(n(C)c2c1)[C@@H](CO)N(S(=O)(=O)c1ccc(C)cc1)CC31CN(C(=O)c2ccccn2)C1	0.0	0.1
CO[C@H]1CN(C)C(=O)c2cc(NS(C)(=O)=O)ccc2OC[C@@H](C)N(C(=O)C2CCOCC2)C[C@H]1C	0.0	3.1
COc1ccc2c3c(n(C)c2c1)[C@H](CO)N(C)CC31CCN(C(=O)NC(C)C)CC1	0.0	18.6
COc1ccc(S(=O)(=O)Nc2ccc3c(c2)C(=O)N([C@@H](C)CO)C[C@H](C)[C@@H](CN(C)Cc2ccc(C(F)(F)F)cc2)OCCCC[C@@H](C)O3)cc1	0.1	5.3
COc1ccccc1-c1ccccc1[C@@H]1[C@@H](C#N)N(C(=O)CN(C)C)[C@H]1CO	0.0	-17.1
N#C[C@@H]1N[C@@H](CO)[C@@H]1c1ccc(-c2cccc(F)c2)cc1	0.0	-8.5
C[C@H]1CN([C@@H](C)CO)S(=O)(=O)c2ccc(C#CC(C)(C)O)cc2O[C@H]1CN(C)Cc1ccc(F)cc1	0.1	-34.5
COc1ccc2c3c(n(C)c2c1)[C@@H](CO)N(C(=O)c1ccc(F)cc1)CC31CCN(C)CC1	0.0	1.7
O=C(Cc1cccnc1)N1CC(=O)N2[C@H](CO)[C@@H](c3ccc(C#CC4CCCCC4)cc3)[C@@H]2C1	0.0	4.4
CN1C[C@H]2[C@@H](c3ccccc31)[C@@H](CO)N2Cc1ccccc1Cl	0.0	-41.5
COc1ccc(NC(=O)N(C)C[C@H]2OCc3ccccc3-c3ccccc3C(=O)N([C@@H](C)CO)C[C@H]2C)c(OC)c1	0.0	-28.8
COCC(=O)Nc1ccc2c(c1)C(=O)N(C)C[C@H](OC)[C@H](C)CN(CCc1ccccc1)[C@H](C)CO2	0.0	-39.7
O=C(CN1CCOCC1)N1CCCCN2[C@@H](CO)[C@@H](c3ccc(Br)cc3)[C@@H]2C1	0.0	-17.5
CCCNC(=O)N1CC2(C1)[C@@H](c1ccccc1)[C@@H](CO)N2C(=O)CC1CC1	·	-17.2
C[C@@H]1CCc2cnnn2COC[C@@H](c2ccccc2)NC1=O	0.0	9.3

A stretch from further up, as a working copy:
SMILES	Pax4 gene expression	YAP1 CTGF inhibition
CC(C)NC(=O)N1[C@H](CO)[C@@H]2c3ccccc3N(C)C[C@@H]21	0.0	8.3
C[C@H](CO)N1C[C@H](C)[C@H](CN(C)S(=O)(=O)c2cccs2)Oc2ccc(NC(=O)Nc3cccc4ccccc34)cc2C1=O	0.0	-6.3
Cc1ccc(S(=O)(=O)N[C@H]2C=C[C@H](CC(=O)NCc3ccc(Cl)c(Cl)c3)O[C@H]2CO)cc1	0.0	52.5*
Cc1nn(C)cc1NC(=O)C[C@H]1CC[C@H]2[C@H](COc3ccc(NC(=O)C4CCOCC4)cc3C(=O)N2C)O1	0.0	-35.5
COc1cccc(NC(=O)C[C@@H]2CC[C@@H]3[C@H](COc4ccc(NC(=O)C5CC5)cc4C(=O)N3C)O2)c1	0.0	-61.5
C[C@H]1CN([C@@H](C)CO)C(=O)c2cc(NC(=O)Cn3cnnn3)ccc2O[C@H]1CN(C)C(=O)Nc1ccc2c(c1)OCO2	0.1	2.3

(continued)
SMILES	Pax4 gene expression	YAP1 CTGF inhibition
C[C@@H]1CN([C@H](C)CO)C(=O)CCCn2nncc2CO[C@H]1CN(C)C(=O)c1ccc2ccn(C)c2c1	0.0	-27.3
N#C[C@H]1[C@H](c2ccc(C3=CCCCC3)cc2)[C@@H](CO)N1C(=O)CN1CCOCC1	0.0	-13.9
CO[C@H]1CC[C@@H]2CCOc3c(C#N)cccc3C(=O)N(C)C[C@@H](OC)[C@@H](C)C(=O)N(C)C[C@H]1O2	0.0	-1.3
COc1cccc(-c2ccc([C@H]3[C@@H](CO)N4C(=O)CN(C(=O)c5cccnc5)C[C@H]34)cc2)c1	0.0	13.6
O=C(Nc1ccc2c(c1)[C@H]1C[C@@H](CC(=O)N3CCOCC3)O[C@@H](CO)[C@H]1O2)Nc1ccccc1F	0.0	-18.7
CN1c2ccc(C#Cc3cccnc3)cc2[C@H]2[C@H](CCN2C(=O)CN2CCOCC2)[C@@H]1CO	0.0	-5.2
CO[C@H]1CC[C@@H]2CCOc3ccc(C#N)cc3C(=O)N(C)[C@@H](C)C(=O)N(C)C[C@H]1O2	0.0	13.4
COc1cccc(S(=O)(=O)N(C)C[C@H]2Oc3cc(Br)ccc3S(=O)(=O)N([C@@H](C)CO)C[C@H]2C)c1	0.1	?
COc1cccc(NC(=O)N[C@@H]2CC[C@H](CC(=O)N3CCN(C)CC3)O[C@H]2CO)c1	0.0	-10.8
C[C@@H]1CN([C@H](C)CO)C(=O)c2cccc(NS(=O)(=O)c3ccc(F)cc3)c2O[C@H]1CN(C)Cc1ccc(Cl)c(Cl)c1	0.0	-6.3
CO[C@@H]1CN(C)C(=O)c2ccc(NC(=O)Nc3ccccc3)cc2OC[C@@H](C)N(C(=O)CC2CC2)C[C@@H]1C	0.0	1.6
COc1cccc(C#Cc2ccc([C@@H]3[C@@H](C#N)N[C@@H]3CO)cc2)c1	0.0	-69.4
O=C(C[C@H]1CC[C@@H]2[C@H](COC[C@@H](O)CN2Cc2cc(F)cc(F)c2)O1)Nc1nccs1	0.0	-2.7
CCC(=O)N1[C@H](CO)[C@@H](c2ccc(/C=C/c3ccccc3)cc2)C12CN(S(C)(=O)=O)C2	·	25.9
COc1ccc2c3c([nH]c2c1)[C@@H](CO)N(Cc1ccccc1)CC31CCN(Cc2cncnc2)CC1	0.0	3.0
C[C@@H](NC(=O)C[C@H]1CC[C@@H]2[C@H](COC[C@H](O)CN2Cc2ccc(C(F)(F)F)cc2)O1)c1ccccc1	0.0	-6.0
CC(C)[C@H]1COCc2cnnn2CCC[C@@H](C)C(=O)N1	0.0	-7.5
Cc1cccc(-c2ccc([C@H]3[C@H]4CN(C(=O)c5ccc6c(c5)OCO6)CC(=O)N4[C@H]3CO)cc2)c1	0.0	14.2
C[C@H]1CN([C@@H](C)CO)C(=O)c2c(c3ccccc3n2C)-c2ccccc2CO[C@@H]1CN(C)C(=O)Nc1ccc2c(c1)OCO2	0.0	-12.9
N#C[C@@H]1[C@@H](c2ccc(-c3cccc(F)c3)cc2)[C@H](CO)N1C(=O)NC1CCCC1	0.1	38.6
COc1cccc(NC(=O)C[C@H]2CC[C@H]3[C@H](COc4ccc(NC(=O)C5CC5)cc4C(=O)N3C)O2)c1	0.0	0.0
COc1ccc(NC(=O)N(C)C[C@@H]2OCc3ccccc3-c3ccccc3C(=O)N([C@H](C)CO)C[C@H]2C)c(OC)c1	0.0	3.1
CCS(=O)(=O)N[C@H]1CC[C@H](CC(=O)NCc2ccc(Cl)cc2)O[C@H]1CO	0.0	-13.2
COc1ccc2c3c(n(C)c2c1)[C@@H](CO)N(C(=O)Cc1ccccc1)CC31CN(C)C1	0.0	-27.8
COc1cc(CN2CC3(CCN(C(=O)Nc4c(C)noc4C)CC3)c3c(n(C)c4cc(OC)ccc34)[C@H]2CO)cc(OC)c1	0.0	33.2

Additional records
SMILES	Pax4 gene expression	YAP1 CTGF inhibition
CCC(=O)N1[C@@H]2c3ccc(C4=CCCCC4)c(=O)n3C[C@@H]2[C@@H](CO)[C@@H]1C(=O)NCc1ccc(F)cc1	0.0	-19.7
CC(C)[C@@H]1COCc2cnnn2CCC[C@H](C)C(=O)N1	0.0	-1.9
C[C@H](CO)N1C[C@H](C)[C@H](CN(C)C(=O)CCC(F)(F)F)OCc2cnnn2CCCC1=O	0.0	?
C[C@@H]1CN([C@@H](C)CO)S(=O)(=O)c2ccc(-c3ccc(F)cc3)cc2O[C@@H]1CN(C)Cc1ccccc1C(=O)O	0.0	-1.7
C[C@H]1CN([C@@H](C)CO)C(=O)c2cccc(NC(=O)c3ccncc3)c2O[C@@H]1CN(C)Cc1ccc2c(c1)OCO2	0.0	-0.6
CN(C)c1ccc2c(c1)[C@@H]1C[C@@H](CC(=O)NCc3ccccn3)O[C@@H](CO)[C@@H]1O2	0.0	2.7

Only part of the results is shown; count on the stated rates, not on these rows.
